PI5P4K alpha inh: inhibitors of human PI5P4K alpha; AID 652105; PI5P4Kalpha enzyme, ADP-Glo luminescence, 60 min; active compounds read low; 1.2% of 330,000 active; max response, %; P48426; active means max response of -50% or lower; inconclusive means between -30% and -50%; inactive means -30% or higher; further: value at the top dose of about 77 µM; on the % scale 0 is the no-effect control and ±100 the full control effect
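Reactions run in 0.038 M HEPES pH 7.4, 0.28 mM EGTA, 0.1% CHAPS and 5% DMSO, with PI5P4Kalpha, substrate, compound and 5 microM ATP final, one hour at room temperature. Readout is ADP-Glo luminescence.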
PLK1 PBD inh: inhibitors of human PLK1 polo-box domain binding | Plk1 PBD binding of FITC phosphopeptide, fluorescence polarization | Potency, µM, without a hit: max response, negative = inhibition, hits mostly inhibitors | 2.8% of 360,000 active | AID 720504; further: potency means the concentration at half of the fitted maximal effect; series mostly up to about 57 µM; on the % scale 0 is the no-effect control and ±100 the full control effect; nearly all actives have a fitted effect of over 65% in size
D3 antag: blocks the human D3 dopamine receptor; max response, negative = inhibition, %; 2.5% of 360,000 active; P35462; D3R cells, DiscoveRx beta-arrestin luminescence, antagonist mode; active compounds read low; in the data active means max response below about -50%; inconclusive means no clear call, values can overlap the other calls; further: on the % scale 0 is the no-effect control and ±100 the full control effect; mostly tested at two doses, the higher about 12 µM
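Cells expressing the human receptor were seeded at 1500 cells/well, incubated overnight at 37 degrees C in 5% CO2, then exposed to library compounds with dopamine controls for 90 minutes at 37 degrees C before luminescent detection.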
GLP1R inv ag: inverse agonists of human GLP-1 receptor. P43220. HEK293 GLP-1R CRE-luciferase, luminescence, 24 h; GLP-1R form is constitutively active. Potency, µM (top dose mostly 38.3 µM), for inactives: top-dose activity change, negative = inhibition, usual class: inhibitors. 1.6% of 410,000 active. AID 624417; further: potency means the concentration at half of the fitted maximal effect; on the % scale 0 is the no-effect control and ±100 the full control effect; nearly all actives have a fitted effect of over 55% in size
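Inverse agonism was detected as reduced cAMP-driven luciferase luminescence after 24 h compound treatment. The cells were HEK293 clones expressing constitutively active human GLP-1R with the reporter. Reporter-only and GPR119 cell lines served as counterscreen controls.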
DRD3 agonist: agonists of human D3 dopamine receptor | P35462 | D3R DiscoveRx beta-arrestin cells, luminescence, 90 min | max activation, % | 0.58% of 410,000 active; in the data active means max activation above about 30%; further: 0% is about no effect; mostly tested at two doses, the higher about 12 µM
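Agonist mode: compounds and dopamine controls were applied to plated cells for 90 min at 37 degrees C after an overnight attachment at 1500 cells/well. Luminescent read-out followed 30 - 60 minutes at room temperature with DiscoveRx detection reagent.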
WRN inhibitor: WRN helicase (human) inhibition; Q14191; WRN helicase unwinding, fluorescent forked duplex, kinetic; Potency, µM (series often up to 114 µM), for inactives: at the top dose activity change, negative = inhibition, most hits filed as inhibitors; 0.46% of 360,000 active; AID 651768; further: potency means the concentration at half of the fitted maximal effect; on the % scale 0 is the no-effect control and ±100 the full control effect; nearly all actives have a fitted effect of over 55% in size
Target sequence (Q14191 whole entry, looked up): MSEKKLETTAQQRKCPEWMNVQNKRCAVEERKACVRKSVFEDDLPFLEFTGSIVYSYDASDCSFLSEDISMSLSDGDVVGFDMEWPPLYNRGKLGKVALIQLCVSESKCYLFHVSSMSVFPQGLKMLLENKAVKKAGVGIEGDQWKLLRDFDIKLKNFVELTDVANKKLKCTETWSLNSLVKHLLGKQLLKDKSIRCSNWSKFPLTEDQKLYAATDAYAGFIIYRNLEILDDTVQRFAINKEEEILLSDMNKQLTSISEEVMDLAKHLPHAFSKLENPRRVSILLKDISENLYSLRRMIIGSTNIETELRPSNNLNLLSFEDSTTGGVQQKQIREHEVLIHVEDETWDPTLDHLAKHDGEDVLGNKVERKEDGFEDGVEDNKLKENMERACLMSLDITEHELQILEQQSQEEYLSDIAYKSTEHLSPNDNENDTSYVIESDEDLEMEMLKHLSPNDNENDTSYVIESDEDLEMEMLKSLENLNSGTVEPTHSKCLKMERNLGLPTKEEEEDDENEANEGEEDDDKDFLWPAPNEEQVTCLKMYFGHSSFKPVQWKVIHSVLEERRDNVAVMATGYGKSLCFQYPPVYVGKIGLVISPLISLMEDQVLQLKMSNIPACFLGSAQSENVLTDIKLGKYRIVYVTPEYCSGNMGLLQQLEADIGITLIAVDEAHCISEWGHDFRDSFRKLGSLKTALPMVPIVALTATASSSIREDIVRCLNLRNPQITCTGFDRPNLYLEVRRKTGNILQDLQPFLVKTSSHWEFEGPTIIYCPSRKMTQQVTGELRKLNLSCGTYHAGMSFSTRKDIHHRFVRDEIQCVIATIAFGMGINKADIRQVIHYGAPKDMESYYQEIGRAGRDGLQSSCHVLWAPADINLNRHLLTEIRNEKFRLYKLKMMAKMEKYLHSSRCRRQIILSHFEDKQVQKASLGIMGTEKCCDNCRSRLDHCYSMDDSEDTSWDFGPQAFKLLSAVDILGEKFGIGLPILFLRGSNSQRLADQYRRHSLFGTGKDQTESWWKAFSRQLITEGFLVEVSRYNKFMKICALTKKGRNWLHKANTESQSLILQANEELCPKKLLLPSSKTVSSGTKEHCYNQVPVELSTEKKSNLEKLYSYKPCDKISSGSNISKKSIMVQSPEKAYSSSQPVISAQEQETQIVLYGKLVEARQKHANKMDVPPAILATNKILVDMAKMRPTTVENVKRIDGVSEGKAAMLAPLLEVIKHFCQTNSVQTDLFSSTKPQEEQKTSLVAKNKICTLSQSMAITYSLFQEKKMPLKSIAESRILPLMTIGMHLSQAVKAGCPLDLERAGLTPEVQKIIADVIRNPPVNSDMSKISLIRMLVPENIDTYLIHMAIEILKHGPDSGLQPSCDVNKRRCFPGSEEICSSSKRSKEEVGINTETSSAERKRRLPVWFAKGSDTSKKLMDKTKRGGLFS
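Enzyme (20 nM final) and test compound sit together 15 min at room temperature before substrate addition. Substrate is a single-forked duplex oligonucleotide (100 nM) labelled with fluorophore and quencher, with 2 mM ATP; helicase unwinding raises red fluorescence, read kinetically.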
IL-2 act: activates IL-2 in a cell-based reporter assay; IL-2 activation reporter assay, cell-based qHTS; stimulated with anti-CD3/CD4/CD28 beads; in transgenic mouse T cells; activation, % (series mostly up to about 46 µM); 0.065% of 360,000 active; AID 652025; in the data active means activation above about 50%; inconclusive means mostly about 30% to 49%; further: 0% is about no effect
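First, unstimulated transgenic mouse T cells were exposed to compound for 60 min. Next, anti-CD3/anti-CD4-coated beads with anti-CD28 were added. Finally, after 18 h at 37 degrees C, EGFP and DsRed were imaged.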
HEK293 tox: cytotoxic in the GLP-1 receptor inverse agonist counter-screen. HEK293 cAMP-luciferase reporter cells, luminescence, 24 h. Potency, µM (titrated, usually from 38.3 µM), inactives show at the highest dose activity change, negative = inhibition, hits mostly inhibitors. 0.13% of 410,000 active. AID 624418;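 further: loss of luciferase light is scored as toxicity; potency means the concentration at half of the fitted maximal effect; on the % scale 0 is the no-effect control and ±100 the full control effect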
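A 23 nL compound transfer followed 12 hours of cell culture at 37 deg C; exposure then lasted 24 hr. Luciferase assay detection reagent was dispensed and plates read for luminescence after a 12 min room-temperature wait.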
GLP1R ag: agonists of human GLP-1 receptor; P43220; HEK293 GLP-1R CRE-luciferase, luminescence, 4-6 h; cells express a hypersensitive GLP-1R form; Potency, µM (highest dose often 45.6 µM), inactives show top-dose activation, actives largely listed as activators; 0.007% of 380,000 active; AID 624172; further: potency means the concentration at half of the fitted maximal effect; % of control where 0% means no effect
* marks the source's active call; other numbers are inactive results; ? = inconclusive; / = no result given; & = joins results of further samples; [ ] = another dose, or the depositor's remark. Unless noted, the call rests on the fitted dose curve; in most records, active means well fitted curve in the direction sought with a large enough effect; inconclusive means small, poorly fitted or top-dose-only effect, or another doubt; inactive means no such curve, though single readings can be large; an effect the other way counts as inactive or inconclusive.

structure,D3 antag,GLP1R inv ag,IL-2 act,WRN inhibitor,PI5P4K alpha inh,GLP1R ag,PLK1 PBD inh,DRD3 agonist,HEK293 tox
CCOC(=O)C1CCCN(c2c(NCCc3ccc(Cl)cc3)c(=O)c2=O)C1 (centres undefined),-4,17%,-0.6,-7%,-3,-5%,-18%,3,6%
O=C(NCCc1c[nH]c2ccccc12)c1ccco1,3,26%,0.0,13%,-4,2%,-6%,-6,14%
COc1ccc(CC(=O)Nc2ccc(-c3ccc4nnc(C)n4n3)cc2)cc1OC,15,58%[activator],0.2,31%,-1,13%,-3%,4,-12%
CC(C)(C)c1ccc(C(=O)Nc2nnc(C3=COCCO3)o2)cc1,-71*,-19%,-4.2,-23%,1,-21%,-8%,-14,?
CN(C)c1ccc(S(=O)(=O)N2CCCCC2)cc1NC(=O)CCNC(=O)c1ccccc1Cl,-4,-25%,1.8,1%,0,7%,-3%,0,-26%
CCCCCCN1C[C@H](O)[C@@H](n2cc(C3CC3)nn2)C[C@@H]1c1ccccc1,16,?,-2.6,-12%,-1,6%,-7%,4,2%
CCCc1cc(C(N)=O)c(NC(=O)C2CCCO2)s1 (centres undefined),6,-3%,-2.2,-6%,/,3%,11µM*,6,-20%
O=C(O)Cn1nnc(COc2ccccc2)n1,-8,20%,-0.7,-27%,2,1%,-5%,-1,10%
C=CCNc1nc2ccccc2nc1NS(=O)(=O)c1ccc(OC)cc1,-18,6%,0.3,-10%,-7,-1%,-10%,-6,24%
Cc1nnc(SCC(=O)Nc2cc(Cl)ccc2Cl)n1CC1CCCO1 (centres undefined),-17,11%,-1.0,5%,-10,7%,-8%,-25,-11%
O=C(CSCC(=O)N1CCOCC1)Nc1nc(-c2ccc3c(c2)OCO3)cs1,-15,8%,-2.7,1%,3,0%,-14%,-1,-5%
Cc1ccc2oc3nc(C)c(C(=O)Nc4cccc(C(F)(F)F)c4)cc3c(=O)c2c1,-3,62%[activator],-0.9,0%,-5,12%,-6%,-7,6%

Some of these compounds in order of molar mass, ascending.
structure,D3 antag,GLP1R inv ag,IL-2 act,WRN inhibitor,PI5P4K alpha inh,GLP1R ag,PLK1 PBD inh,DRD3 agonist,HEK293 tox
O=C(O)Cn1nnc(COc2ccccc2)n1,-8,20%,-0.7,-27%,2,1%,-5%,-1,10%
CCOC(=O)C1CCCN(c2c(NCCc3ccc(Cl)cc3)c(=O)c2=O)C1 (centres undefined),-4,17%,-0.6,-7%,-3,-5%,-18%,3,6%
O=C(CSCC(=O)N1CCOCC1)Nc1nc(-c2ccc3c(c2)OCO3)cs1,-15,8%,-2.7,1%,3,0%,-14%,-1,-5%

Next results:
structure,D3 antag,GLP1R inv ag,IL-2 act,WRN inhibitor,PI5P4K alpha inh,GLP1R ag,PLK1 PBD inh,DRD3 agonist,HEK293 tox
COC(=O)NCC(c1ccco1)N1CCN(c2ccccc2)CC1 (centres undefined),12,3%,-0.8,4%,2,-2%,-14%,-2,3%
Cc1ccc(NC(=O)C2CCCN(S(=O)(=O)c3cccc4nsnc34)C2)cc1C (centres undefined),/,-20%,/,/,/,-3%,/,6,2%
Cc1cccc(C)c1NC1=NC(=S)N(c2ccc(N(C)C)cc2)C1(C)C,14,?,-3.6,3%,0,3%,-18%,0,4%
CC(Oc1cc(C(F)(F)F)cc(C(F)(F)F)c1)C(=O)NC(N)=O (centres undefined),-11,?,-4.0,4%,-1,0%,-11%,0,16%
O=C(Nc1ccc(F)c(Cl)c1)c1cc(C2CCCN(S(=O)(=O)c3cccs3)C2)on1 (centres undefined),2,?,1.0,2%,11,3%,-11%,-1,-15%
CN(C)c1oc(-c2ccc(OCc3ccc(Cl)cc3)cc2)nc1C#N,21,0%,-0.1,2%,/,9%,-10%,6,-8%
CCCCn1c(N)c(N(CC(C)C)C(=O)c2cccc(S(=O)(=O)N3CCCCC3)c2)c(=O)[nH]c1=O,0,8%,3.6,3%,5,11%,-16%,-3,3%
c1csc(CNCc2ccncc2)c1,-24,-2%,0.0,-6%[57.1 µM],2,-4%,3%,-10,-22%
CC(C)(C)NC(=O)CN(C(=O)CCC(=O)Nc1nccs1)c1cccc(C(F)(F)F)c1,-5,-5%,-0.1,-3%,-3,-5%,5%,-1,-10%
CC(=O)NC(Cc1cc(C)ccc1C)C(=O)N1CCN(C(=O)c2ccc(Br)cc2)CC1 (centres undefined),-1,14%,0.9,3%,-4,7%,-12%,5,-1%
Cc1ccc(C2=NCCn3c2c2ccccc2[n+]3[O-])cc1,48,5%,0.4,-2%,-4,-5%,6%,4,-5%
CCNC(=O)NC(=O)C(C)OC(=O)c1oc2ccc(OC)cc2c1C (centres undefined),10,0%,-0.3,-8%,0,-1%,3%,1,1%
S=C(NC1CCCCC1)NN(c1ccccc1)c1ccccc1,-4,10µM*,-1.3,-6%,-4,-3%,-3%,1,?
COc1cc(CCC(=O)OCC(=O)N(CC(C)C)C2CCS(=O)(=O)C2)cc(OC)c1OC (centres undefined),-4,6%,-4.2,11%,6,0%,-7%,-13,-10%
Cc1ccn2cc(-c3ccc(Br)cc3)nc2c1,1,?,1.1,2%,-4,-7%,-13%,0,23%
Cc1cccc(NC2(C(=O)O)CCCC2)c1,9,5%,-0.2,3%,-22,8%,-2%,-7,4%
COc1cc(OC)c2c(-c3ccccc3)cc(=O)oc2c1C(CC(=O)N1CCOCC1)c1ccc(N(C)C)cc1 (centres undefined),2,33%[activator],-0.2,-1%,-4,11%,-10%,5,12%
O=C(Nc1nnc(-c2ccco2)o1)c1cccc(Cl)c1,13,-3%,0.4,-4%,1,0%,1%,-4,-4%
c1ccc2c(c1)CCCc1cc(NCCN3CCOCC3)nnc1-2,-24,5%,-0.1,4%,-4,-5%,-4%,-19,3%
COc1ccc(S(=O)(=O)N(C)C)cc1NC(=O)CSc1nnc(-c2cccnc2)o1,43,1%,-0.1,-5%[57.1 µM],-1,5%,4%,10,-8%
O=C(COC(=O)CCCCCN=C1NS(=O)(=O)c2ccccc21)Nc1ccc(Cl)c(Cl)c1,7,7%,2.0,-14%,-5,7%,-8%,-5,-2%
COc1ccc(C(C)=NNS(=O)(=O)c2ccc(C)cc2)cc1OC,-10,136%[activator],-1.7,-3%,-11,15%,3%,-6,2%
COc1ccc(NC(=O)Cc2nnc(SCC(=O)c3ccc(F)cc3)n2C)cc1,8,12%,1.7,-1%,-4,1%,-2%,-5,-3%
Cc1ccc(C)c(NC(=O)c2cc(-c3ccccc3)nn2-c2ccccc2)c1,-7,?,-4.3,-36%[57.1 µM],2,-7%,-10%,2,105%[activator]
COc1ccc(OC)c(NC(=O)C2CCCN(S(=O)(=O)c3c(C)nn(C)c3C)C2)c1 (centres undefined),55,18%&4%,3.5,2%,-6,11%&5%,-12%,1&6,-17%&3%
Cc1cccc(CC2CC(=O)N(c3ccc(C)cc3Br)C2=O)c1 (centres undefined),-2,-22%,0.0,7%,-2,1%,2%,5,6%
CC1(C(=O)Nc2ccc3c(c2)OCCO3)CCN1C(=O)C/C=C/c1ccccc1 (centres undefined),0,-5%,-0.2,-5%,-4,0%,-1%,-6,-3%
O=C(NCCc1ccccc1)c1ccc2c(c1)N(Cc1ccccc1F)C(=O)c1ccccc1S2=O (centres undefined),/,3%,/,/,/,0%,/,-2,-5%
CC(=O)c1n[nH]nc1Nc1nc(C)cc(C)n1,-12,4%,1.1,-4%,/,-15%,0%,5,-8%
COCCCNC(=O)CCCCn1c(=O)c2ccccc2n(CC(=O)Nc2ccc(C)cc2C)c1=O,/,-4%,/,/,/,-1%,/,-2,1%
CCn1cc(SCC(=O)N2CCOCC2)c2ccccc21,-7,-3%,-4.3,-12%,11,-2%,-1%,-11,-15%
Cc1cc(NC(=O)CN2C(=O)c3ccccc3C2=O)no1,-3,9%,0.1,-19%,6,0%,-3%,5,-3%
COc1ccc(CCNC(=O)CSc2nn3c(=O)c(C)nnc3s2)cc1OC,-24,1%,0.2,5%,0,3%,-17%,-7,1%
COc1ccccc1N(CC(=O)NCCc1ccccc1)C(=O)CCC(=O)Nc1nccs1,-2,-11%,-2.4,-31%,0,15%,-8%,-5,?
Oc1ccc(Nc2nc(-c3ccccc3F)nc3ccccc23)cc1,-6,?,-2.8,-1%,0,-5%,-2%,-6,-29%
CCOC(=O)c1c(C)[nH]c(C)c1S(=O)(=O)NCCc1cccs1,2,-3%,1.1,-5%,-2,-1%,8%,-6,5%
CCCN(CC(=O)Nc1cccc(Br)c1)CC(=O)Nc1ccc(F)c(F)c1F,-22,?,1.1,-14%,11,0%,0%,1,?
Cc1ccc(S(=O)(=O)N2CCOCC2)c(C)c1-n1cnnn1,7,12%,-2.3,-2%,/,4%,-4%,3,-4%
COc1ccc(N(CC(=O)Nc2cccc(N(C)S(C)(=O)=O)c2)S(C)(=O)=O)cc1OC,5,2%,-2.2,-3%,/,5%,-7%,-2,5%
O=C1CC(C(=O)Nc2nccs2)C(c2ccccc2)O1 (centres undefined),21,7%,1.3,-8%,/,5%,-4%,1,19%
Cc1ccc(CNC(=O)C(=O)NCC2OCCN2S(=O)(=O)c2ccc(C)cc2)cc1 (centres undefined),1,-16%,-1.4,3%,8,-3%,-1%,1,12%

Screening results (PubChem)

Outcome played no part in choosing rows; overall some 7.8% were active at least once.
